PI5P4Ka inh – blocks human PI5P4K alpha kinase activity | 330,000 tested, 1.2% active | max response, % | P48426 | PI5P4Kalpha enzyme, ADP-Glo luminescence, 60 min; active compounds read low | AID 652105; active = max response of -50% or lower; inconclusive = between -30% and -50%; inactive = -30% or higher; also: value at the top dose of about 77 µM; % is scaled to controls: 0 for no effect and ±100 for the full control effect
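Luminescence from ADP-Glo served as readout of PI5P4Kalpha activity in a qHTS format. Reaction: enzyme, substrate, compound, ATP at 5 microM final, 60 min at RT.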
IL-2 act – activators of IL-2; AID 652025; IL-2 activation reporter assay, cell-based qHTS; stimulated with anti-CD3/CD4/CD28 beads; in transgenic mouse T cells; activation, % (series mostly up to about 46 µM); 360,000 tested, 0.065% active; in the data active = activation above about 50%; inconclusive = mostly about 30% to 49%; also: 0% is about no effect
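EGFP and DsRed fluorescence is measured by plate cytometry in unstimulated transgenic mouse T cells exposed to compound for 60 minutes, then stimulated 18 hours at 37 degrees C with anti-CD3/anti-CD4 beads plus anti-CD28.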
EPAC2 agonist – EPAC2 (human) agonism | Q8WZA2 | EPAC2 activation, biochemical qHTS; response scale: 100% = 6.5 mM cAMP response | Potency, µM (doses to about 154 µM), without a hit: top-dose activation, most hits filed as activators | 360,000 tested, 0.079% active; also: potency is read from the fitted curve at half-maximal effect; nearly all actives have a fitted effect of over 50% in size
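Each well held 100 nM EPAC2, 250 nM RAP1B-BODIPY-GDP and 50 uM GDP. Fluorescence, read at 5-min intervals to 30 min, was referenced to a 6.5 mM cAMP positive control.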
CCT chaperon mod – modulators of cytosolic chaperonin (CCT/TRiC) activity; purified chaperonin ATPase assay, HTRF ADP detection, 30 min; activity change, % (no concentration beside the values), hits read low; 360,000 tested, 0.3% active; AID 651819; in the data active = activity change below about -30%; also: % is scaled to controls: 0 for no effect and ±100 for the full control effect
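TRiC at 40 or 20 nM final (batch-dependent) in 30 mM Tris pH 7.4, 100 mM KCl, 5 mM MgCl2, 1 mM DTT, with compound at single 76 uM and 10 uM ATP, 30 min at 37 deg C. ADP detected by HTRF Transcreener, 665/615 ratio.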
EPAC1 antag – EPAC1 (human) antagonism. O95398. EPAC1 GEF assay, Rap1b-BODIPY-GDP exchange fluorescence. Potency, µM (top dose mostly 115 µM), without a hit: at the top dose activity change, negative = inhibition, most hits filed as inhibitors. 360,000 tested, 0.14% active;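 also: potency is read from the fitted curve at half-maximal effect; plate controls were vehicle for no effect and positive control for full effect; nearly all actives have a fitted effect of over 50% in size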
EPAC1 ag – EPAC1 (human) agonism; O95398; 360,000 tested, 0.073% active; Potency, µM (top dose mostly 154 µM), without a hit: at the top dose activation, usual class: activators; EPAC1 agonist qHTS, biochemical assay; response scale: 100% = response to 6.5 mM cAMP; also: potency is read from the fitted curve at half-maximal effect; nearly all actives have a fitted effect of over 60% in size
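Nucleotide exchange assay: 100 nM EPAC1 with 250 nM Rap1B loaded with BODIPY-GDP and 50 uM GDP, room temperature. Fluorescence (480/540 nm) read every 5 min for 30 min; signal change normalized to 6.5 mM cAMP as full agonist.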
WRN helicase inh – inhibitors of human WRN helicase; Q14191; WRN helicase unwinding, fluorescent forked duplex, kinetic; 360,000 tested, 0.46% active; Potency, µM (series often up to 114 µM), for the others: top-dose activity change, negative = inhibition, usual class: inhibitors; also: potency is read from the fitted curve at half-maximal effect; % is scaled to controls: 0 for no effect and ±100 for the full control effect; nearly all actives have a fitted effect of over 55% in size
Target sequence (Q14191 whole entry, looked up): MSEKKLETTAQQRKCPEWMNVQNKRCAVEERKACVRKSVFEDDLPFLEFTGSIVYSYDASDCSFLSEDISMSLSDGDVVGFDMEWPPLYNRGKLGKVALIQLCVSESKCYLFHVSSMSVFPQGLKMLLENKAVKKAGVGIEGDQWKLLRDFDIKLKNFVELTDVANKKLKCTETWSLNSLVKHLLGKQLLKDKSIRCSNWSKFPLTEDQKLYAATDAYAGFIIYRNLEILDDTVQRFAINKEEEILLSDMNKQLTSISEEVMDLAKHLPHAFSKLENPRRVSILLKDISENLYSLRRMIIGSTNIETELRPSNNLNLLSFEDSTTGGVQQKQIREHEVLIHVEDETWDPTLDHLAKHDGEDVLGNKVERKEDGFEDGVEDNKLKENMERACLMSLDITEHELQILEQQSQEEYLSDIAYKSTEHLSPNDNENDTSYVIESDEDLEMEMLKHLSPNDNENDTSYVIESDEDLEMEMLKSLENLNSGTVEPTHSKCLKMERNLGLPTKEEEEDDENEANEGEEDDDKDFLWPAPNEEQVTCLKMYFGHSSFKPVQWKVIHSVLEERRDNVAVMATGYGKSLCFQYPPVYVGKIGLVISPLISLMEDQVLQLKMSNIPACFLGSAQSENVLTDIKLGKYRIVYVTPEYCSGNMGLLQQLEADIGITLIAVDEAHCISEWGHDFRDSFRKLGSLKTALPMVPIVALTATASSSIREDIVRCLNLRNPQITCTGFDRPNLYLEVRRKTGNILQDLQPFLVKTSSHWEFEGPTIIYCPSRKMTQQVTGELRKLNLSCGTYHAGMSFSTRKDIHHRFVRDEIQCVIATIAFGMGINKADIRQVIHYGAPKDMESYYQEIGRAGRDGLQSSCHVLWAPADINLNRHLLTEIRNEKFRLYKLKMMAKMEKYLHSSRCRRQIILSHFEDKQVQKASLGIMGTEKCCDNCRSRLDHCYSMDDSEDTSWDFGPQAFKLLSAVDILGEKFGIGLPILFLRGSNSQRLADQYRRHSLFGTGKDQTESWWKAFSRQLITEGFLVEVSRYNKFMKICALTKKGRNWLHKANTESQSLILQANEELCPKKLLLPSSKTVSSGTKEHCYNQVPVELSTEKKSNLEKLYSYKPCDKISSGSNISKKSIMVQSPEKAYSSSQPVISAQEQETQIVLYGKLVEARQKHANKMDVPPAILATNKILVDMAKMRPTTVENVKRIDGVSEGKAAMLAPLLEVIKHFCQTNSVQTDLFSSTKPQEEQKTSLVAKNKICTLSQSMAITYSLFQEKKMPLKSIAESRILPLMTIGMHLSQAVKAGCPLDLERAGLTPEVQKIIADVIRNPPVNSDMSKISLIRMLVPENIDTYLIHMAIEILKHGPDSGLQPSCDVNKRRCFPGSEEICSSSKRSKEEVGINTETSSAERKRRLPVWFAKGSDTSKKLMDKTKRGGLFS
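WRN at 20 nM final preincubated with compound 15 min at room temperature; reaction started with 100 nM fluorophore/quencher forked duplex oligonucleotide and 2 mM ATP final. Unwinding followed kinetically by red fluorescence (ex 525, em 598 nm).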
PLK1 PBD inh – blocks phosphopeptide binding to human PLK1 polo-box domain; 360,000 tested, 2.8% active; Plk1 PBD binding of FITC phosphopeptide, fluorescence polarization; Potency, µM, for the others: max response, negative = inhibition, usual class: inhibitors; P53350; also: potency is read from the fitted curve at half-maximal effect; series mostly up to about 57 µM; % is scaled to controls: 0 for no effect and ±100 for the full control effect; nearly all actives have a fitted effect of over 65% in size
Active calls of the source: *; u = inconclusive; x = not tested or not shown; [ ] = remark or other dose. Unless noted, calls follow the shape of the dose curve; as a rule, active = well fitted curve in the direction sought with a large enough effect; inconclusive = small, poorly fitted or top-dose-only effect, or another doubt; inactive = no such curve, though single readings can be large; an effect the other way counts as inactive or inconclusive. Some of the compounds tested; rates above refer to the full screens.

Below each SMILES: EPAC1 antag	EPAC2 agonist	PI5P4Ka inh	WRN helicase inh	PLK1 PBD inh	IL-2 act	EPAC1 ag	CCT chaperon mod
Cc1cc(C)c(C)c(OCCN2CCOCC2)c1
→ -2%	-3%	0	10%	8%	-0.2	7%	-0.1
CCc1ccc(NC(=O)C(=O)NCCN2CCN(S(C)(=O)=O)CC2)cc1
→ -1%	4%	3	8%	0%	1.0	2%	-1.3
CCOc1ccc(NC(=O)CN(C)C(=O)C2CC2C)cc1OCC (stereo unspecified)
→ 1%	13%	-4	-2%	-5%	-3.5	-9%	0.9
CC(=O)N[C@@H](Cc1c[nH]c2ccccc12)C(=O)OCc1cc(C(F)(F)F)cc(C(F)(F)F)c1
→ -28%	-13%	23	-6%	-7%	0.8	-28%	0.0
Cc1nc(C2CC(=O)OC23CCCCC3)cs1 (stereo unspecified)
→ 8%	1%	2	-12%	-11%	-4.2	5%	-3.3
COc1ccc(OC)c(NC(=O)C2CCCC2)c1
→ 0%	6%	1	-8%	-1%	0.8	0%	0.4
Cc1ccc(NC(=O)Cn2cccc2)c(Br)c1
→ 8%	-2%	x	-5%	2%	-2.6	0%	-1.8
Cc1ccc(Nc2nc(C)cc(C)c2C(N)=O)c(C)c1
→ 0%	2%	-9	5%	-4%	0.3	-2%	-0.3
COc1ccc(Oc2c(C)oc3c(CN4CCOCC4)c(O)ccc3c2=O)cc1
→ -7%	5%	-7	5%	-7%	-0.7	5%	0.4
COc1ccc(C(=O)Nc2ccccc2C(=O)NC(Cc2ccc(O)cc2)C(=O)NNC(=O)c2ccccc2)cc1 (stereo unspecified)
→ 14%	1%	-3	-25%	-15%	-3.4	-5%	1.6
CC(=O)c1ccc(OCC(=O)NCc2ccc(F)cc2)cc1
→ 10%	4%	1	-1%	0%	-0.3	3%	-1.0
O=c1[nH]c(C2CCN(S(=O)(=O)c3ccccc3F)CC2)nc2c1nnn2Cc1ccc(F)cc1
→ u	2%	-2	-12%	-5%	-1.2	1%	-2.2
CCOc1ccc(N(CC(=O)Nc2ccc(OC)cc2OC)S(=O)(=O)c2c(C)[nH]c(=O)[nH]c2=O)cc1
→ 2%	6%	1	-9%	-19%	-0.7	-8%	-0.6
Cc1ccc(C(=O)NCCNC(=O)c2ccccc2)cc1
→ -5%	-2%	-1	6%	0%	-2.1	-7%	1.4
O=C(NC1CCCCC1)C(c1ccc2ncccc2c1)N(Cc1ccc(F)cc1)C(=O)c1cccs1 (stereo unspecified)
→ -5%	19%	x	210%[activator]	0%	-0.7	25%	-2.1
C=CCn1cc(-c2cccc(C(F)(F)F)c2)cc(C#N)c1=O
→ -9%	3%	3	-1%	-7%	-0.1	-3%	-1.1
CC1CCCCN1C(=O)COC(=O)c1cccc(NS(=O)(=O)c2ccccc2)c1 (stereo unspecified)
→ -14%	2%	2	2%	5%	-0.3	5%	2.1
COc1ccccc1/C=C(\NC(=O)c1ccccc1)C(=O)NCc1ccco1
→ 0%	3%	2	6%	2%	1.1	1%	-1.3
Cc1cccc(NC(=O)Nc2cccc(C#N)c2)n1
→ -19%	3%	-5	2%	u	3.1	-24%	-0.8
O=C(NCCCN1CCOCC1)c1ccc(Cl)s1
→ -6%	2%	x	-7%	-5%	5.0	6%	-1.8

Next part (three carried over from the part before).
Below each SMILES: EPAC1 antag	EPAC2 agonist	PI5P4Ka inh	WRN helicase inh	PLK1 PBD inh	IL-2 act	EPAC1 ag	CCT chaperon mod
COc1ccccc1/C=C(\NC(=O)c1ccccc1)C(=O)NCc1ccco1
→ 0%	3%	2	6%	2%	1.1	1%	-1.3
Cc1cccc(NC(=O)Nc2cccc(C#N)c2)n1
→ -19%	3%	-5	2%	u	3.1	-24%	-0.8
O=C(NCCCN1CCOCC1)c1ccc(Cl)s1
→ -6%	2%	x	-7%	-5%	5.0	6%	-1.8
O=C(C[n+]1ccccc1)N/N=C/c1ccccc1F
→ -7%	1%	-2	5%	u	2.7	-7%	3.3
CN(c1ccc(C(=O)COC(=O)C2CC2)cc1)S(C)(=O)=O
→ 12%	7%	5	-7%	2%	-3.4	1%	0.4
COc1ccccc1NC(=O)COC(=O)CNC(=O)c1ccc(OC)c(OC)c1
→ 2%	-14%	-2	10%	2%	-0.5	-3%	-0.4
Cc1n[nH]c(C)c1NC(=O)c1cc([N+](=O)[O-])ccc1Cl
→ -19%	8%	-1	-2%	-3%	-1.5	14%	-0.4
COc1ccc(CCC(=O)Nc2sccc2C#N)cc1
→ -13%	6%	-9	-3%	-9%	1.2	1%	-1.5
COc1cc2c(cc1OC)CN(CC(=O)Nc1ccc(F)cc1F)CC2
→ -11%	-2%	1	13%	-2%	-0.4	2%	1.4
COc1ccc(C2CC(c3ccccc3)=NN2C(=O)COC(=O)/C=C/c2ccc(O)c(OC)c2)cc1 (stereo unspecified)
→ -7%	7%	1	-8%	-5%	0.2	8%	1.4
O=C(Cn1nc(C(F)(F)F)c2c1CCC2)Nc1ccccc1C(F)(F)F
→ -2%	-6%	0	4%	-16%	-1.1	-5%	0.4
COc1ccc(C/C(C)=N\NC(=O)c2cn(C)c3ccccc23)cc1OC
→ -4%	5%	-6	-6%	0%	1.6	-6%	0.2
CCN(CC(=O)Nc1c(F)cccc1F)C(=O)c1cc(S(=O)(=O)NCc2ccccc2)ccc1C
→ -10%	9%	0	-1%	-9%	-6.1	4%	-2.4
C=CCNC(=O)/C=C/c1cccs1
→ -18%	0%	-2	-12%	-1%	-0.5	-4%	2.5
CCCCN1CC(N2CCN(C(=O)c3ccco3)CC2)CS1(=O)=O (stereo unspecified)
→ -3%	8%	-4	4%	-11%	-0.6	-4%	1.0
O=C(CCn1c(=S)oc2ccccc21)NC1CCCCC1
→ 21%	-6%	2	2%	u	-0.4	-10%	0.6
COc1ccccc1N1CCN(C(c2ccc(N(C)C)cc2)c2nnnn2CCc2ccccc2)CC1 (stereo unspecified)
→ 6%	9%	10	-8%[57.1 µM]	7%	-2.8	3%	-1.1
Cc1nnc(NC2CCCCC2)[nH]c1=O
→ 9%	2%	2	-8%	1%	2.8	1%	0.9
CCCC(=O)n1nc(-c2cccnc2)nc1N
→ 12%	9%	0	3%	-9%	-0.4	5%	-0.5
CCOC(=O)Cn1c(=O)oc2cc(S(=O)(=O)N3CCN(c4ccccn4)CC3)ccc21
→ -22%	-8%	6	-4%	-5%	-0.5	3%	1.4
CC(C(=O)N1CCOCCOCCOCC1)N1C(=O)c2ccccc2C1=O (stereo unspecified)
→ -6%	10%	-1	-4%	-15%	-0.9	4%	-3.0
O=C(Nc1ccc(Cl)cn1)c1cccc(S(=O)(=O)N2CCCCCC2)c1
→ 0%	12%	1	-16%	-1%	-1.4	14%	0.3
COC(=O)c1ccc(-n2nnnc2SCC(=O)Nc2ccccc2OC)cc1
→ 5%	4%	x	-7%	-2%	0.9	4%	-1.5

Below each SMILES: EPAC1 antag	EPAC2 agonist	PI5P4Ka inh	WRN helicase inh	PLK1 PBD inh	IL-2 act	EPAC1 ag	CCT chaperon mod
Cc1ccc2ccc[n+](Cc3ccccc3)c2c1
→ -2%	3%	7	-7%	-7%	-3.2	-2%	-2.8
COc1ccc(CCNS(=O)(=O)CC23CCC(CC2=O)C3(C)C)cc1OC (stereo unspecified)
→ -22%	8%	-8	5%	-4%	1.7	2%	-2.5
COc1ccc(-n2c(=O)c3ccccc3n(CC(=O)Nc3ccccc3OC)c2=O)cc1
→ -16%	-8%	1	4%	-14%	0.0	-1%	-2.2
CCC(C)NC(=O)c1cn(CC)c2ccc(S(=O)(=O)N3CCCCC3)cc2c1=O (stereo unspecified)
→ 0%	-1%	-2	4%	-9%	-1.6	-3%	0.5
O=C(NC1CCCC1)C(c1c(F)cccc1Cl)N(C(=O)c1csnn1)C1CC1 (stereo unspecified)
→ -8%	8%	4	1%[57.1 µM]	1%	0.6	9%	-0.9
Cc1cc(Cl)c(S(=O)(=O)Nc2ccc3c(c2)OCCO3)cc1OCC(=O)NC1CCCCC1
→ -12%	11%	-8	-12%	-7%	-1.7	8%	0.1
Cc1ccc(NC(=O)c2c(C)noc2C)cc1S(=O)(=O)N1CCOCC1
→ 0%	3%	5	-1%	3%	-3.5	-12%	-2.2
COc1ccc(NC(=O)c2ccc(-c3ccc([N+](=O)[O-])cc3)o2)cc1OC
→ -12%	0%	4	-27%	-3%	-5.3	6%	-0.6
COc1ccc(N2CCN(C(=O)CSc3nnc(-c4cccnc4)n3-c3ccc(F)cc3)CC2)cc1
→ 0%	9%	x	-4%	-8%	-0.8	4%	-1.2
CC(C)CN(C(=O)c1ccc(S(=O)(=O)N2CCCC2)cc1)C1CCS(=O)(=O)C1 (stereo unspecified)
→ -3%	-1%	0	-8%	8%	-0.4	2%	3.1
CN(C)c1ccc(CNC(=O)C2Cc3c(-c4cccc(C(N)=O)c4)ccnc3O2)cc1 (stereo unspecified)
→ -14%	10%	5	-5%	-20%	0.0	-1%	1.9
CCOC(CNc1cc(C)nc2c(-c3ccccc3OC)c(C)nn12)OCC
→ 8%	1%	-1	0%	2%	-1.3	-2%	-0.7
O=C(N/N=C/c1ccccc1)c1cccc2ccccc12
→ 4%	4%	0	0%	2%	0.6	1%	0.6
Cc1cc(NC(=O)Nc2ccc(F)cc2F)n(C)n1
→ 7%	-1%	1	-5%[57.1 µM]	1%	-5.1	-2%	-0.1
Cc1ccc(NN2C(=O)C=CC2=O)cc1
→ -1%	0%	-10	4%	1%	-0.3	-15%	-0.4
Cn1nc(C(=O)OCC(=O)Nc2cccc(S(=O)(=O)N3CCCC3)c2)c2ccccc2c1=O
→ -26%	9%	-5	-6%	2%	1.6	8%	1.4
O=C(CSc1nnc(CNc2ccc(F)cc2)n1-c1ccccc1)N1CCOCC1
→ -3%	-8%	8	-7%	-3%	-0.4	-3%	2.5
Cc1[nH]c(C)c(S(=O)(=O)N(Cc2ccccc2)C(C)(C)C)c1C(=O)N1CCCC1
→ -5%	3%	8	-2%	u	0.2	6%	-1.0
Cc1c(Cl)cccc1NC(=O)CCN1CCOCC1
→ 14%	9%	1	3%	0%	-0.4	-1%	-8.4
CC1=C(C(=O)NCCN2CCN(C)CC2)C2(CCC(C)CC2)OC1=O (stereo unspecified)
→ 2%	13%	x	-4%	-4%	-0.3	7%	-0.3
Cc1cc(C(=O)COC(=O)c2ccc3c(c2)OCO3)c(C)n1Cc1cccs1
→ -16%	8%	0	-10%	-10%	-0.7	12%	1.6

Source: PubChem (National Center for Advancing Translational Sciences (NCATS))
